MITF TRPM1 HTS: MITF TRPM1 promoter activation in melanoma cells; SK-MEL-5 TRPM1-promoter luciferase, 24 h; % of positive control, neutral wells = 0; activation, % at 12.5 µM; hit rate 0.75% among 300,000;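 active = mean activation of at least 80% with every replicate also reaching 80%; inconclusive = mean reaches 80% but some replicate falls short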;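 note: 0% = neutral control wells and 100% = parthenolide positive control wells; values of inactives mirror those of a sister screen read the other way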
CDK5 inh: CDK5/p35 (human) kinase inhibition | Q00535+Q15078 | Recombinant CDK5/p35, ADP-Glo luminescence, 60 min | inhibition, % at 10 µM | hit rate 0.01% among 330,000 | AID 488839;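 active = highest replicate inhibition of at least 50% and at least 75% of replicates reaching 50%; inconclusive = only one of the two criteria met; inactive = both criteria failed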;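 note: plate controls were DMSO neutral control for no effect and GW8510 at 10 µM for full effect; many of its hits are not listed in these tables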
SUMO Mot1 rescue: SUMOylation pathway inhibition by Mot1-301 growth rescue | hit rate 1% among 320,000 | AID 2716 | growth rescue, % at 18.8 µM | S. cerevisiae Mot1-301 growth rescue, ATP luminescence, 38.5C; percent above DMSO median, 100 means doubled;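 active = every valid replicate shows activation above 250% relative to neutral control wells; inactive = the rest, any valid replicate at or below 250%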;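 note: OY570 slx delta 5 strain wells were the positive control but not used for scaling; some compounds called inactive have numbers as strong as hits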
dFosB activator: activators of mouse delta FosB homodimer | P13346 | AID 493131 | hit rate 0.99% among 340,000 | purified delta FosB, TAMRA-CDK5 oligo fluorescence polarization; percent of positive-control signal above neutral wells | activation, % at 25 µM;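 active = mean activation above about 17%, with every replicate also reaching it, limit read from the data, passing the limit was not always enough; inconclusive = only one of the two conditions met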;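 note: fluorescence polarization rise as delta FosB binds a TAMRA Cdk5 AP-1 oligo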
SR-BI DiI-HDL act: activators of SR-BI mediated HDL lipid uptake. CHO ldlA[mSR-BI] cells, DiI-HDL uptake fluorescence, 3 h; 100 = double the neutral-control signal. hit rate 0.096% among 320,000. activation, % at 12.5 µM;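 active = mean replicate activation of at least 60% and every replicate at or above 60%; inconclusive = mean or all-replicate condition met, but not both; inactive = mean below 60% and not all replicates reaching 60%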;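 note: 0% = median plate neutral-control signal and 100% = twice that signal; values of inactives mirror those of a sister screen read the other way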
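material = CHO ldlA[mSR-BI] cells | medium = Ham's F12 with 0.5% BSA, HEPES 25 mM, pH 7.4 | reagent = fluorescent DiI-HDL, 10 µg/mL final | compound dosing = single-point compound dose | incubation = 3 h, 37 °C | measured by = bottom-read fluorescence, 550/595 nm | measure = HDL uptake via cellular fluorescence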
PKA-R1A act: activates the PKA-R1A holoenzyme complex. activation, % at 11.4 µM. PKA-R1A dissociation, Cy5-IP20 fluorescence polarization; scaled: DMSO 0%, 113 µM cGMP 100%. P00514+P68181. hit rate 0.083% among 340,000;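 active = percent activation above the mean of all tested compounds plus 3 SD, cut at about 19% in these data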;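 note: higher means more PKAc released from R1A so a rise in polarization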
NSD2 HMT inh: blocks human histone methyltransferase NSD2; NSD2 peptide methylation, AlphaScreen, 120 min; hit rate 0.54% among 310,000; inhibition, % at 12.5 µM; AID 743445; in the data active = inhibition above about 50%
Arrestin-AP2 inh: human beta-arrestin and AP2 interaction inhibition | FITC-arrestin peptide / GST-AP2 beads, flow cytometry; AP2 beta2 appendage carries R879A mutation | inhibition, % at 10 µM | hit rate 0.31% among 340,000 | AID 504490;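 active = inhibition above a set limit, near 3 SD of compounds lacking own fluorescence, cut at about 54% in these data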;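 note: plate controls were DMSO wells for no effect and 5 µM unlabelled arrestin peptide for full effect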
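System: GST-AP2 R879A bound to glutathione beads, E. coli-expressed. Also added: 50 nM FITC-arrestin peptide. Schedule: compound with beads 12 min RT, then probe 1 h RT. Signal: bead flow cytometry, FITC channel. Read-out basis: percent response.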
PKA-R2B activ: activators of human PKA-R2B complex. P22694+P31323. hit rate 0.079% among 340,000. PKA-R2B holoenzyme dissociation, Cy5-IP20 fluorescence polarization; R2B truncated from residue 108, S112A mutant; 0% DMSO only, 100% 113 µM cGMP. activation, % at 11.4 µM;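 active = activation above a cutoff set at the mean over all compounds plus 3 SD, cut at about 18% in these data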;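 note: higher means more holoenzyme dissociation and a rise in polarization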
Target sequence (P31323 whole entry, looked up, other chains not shown, the tested form may be a part): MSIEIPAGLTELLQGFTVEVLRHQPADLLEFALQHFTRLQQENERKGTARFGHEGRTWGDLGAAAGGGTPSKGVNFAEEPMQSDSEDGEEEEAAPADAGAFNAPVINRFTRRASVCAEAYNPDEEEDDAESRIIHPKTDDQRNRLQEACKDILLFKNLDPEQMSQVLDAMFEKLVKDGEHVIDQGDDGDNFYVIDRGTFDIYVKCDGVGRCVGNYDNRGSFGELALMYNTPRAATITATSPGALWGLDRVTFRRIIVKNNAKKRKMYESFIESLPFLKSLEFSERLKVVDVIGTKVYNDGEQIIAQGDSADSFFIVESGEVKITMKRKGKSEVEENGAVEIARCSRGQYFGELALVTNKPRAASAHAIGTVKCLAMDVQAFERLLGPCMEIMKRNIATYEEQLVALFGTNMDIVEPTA
Pemphigus Ab inh: inhibitors of pemphigus antibody binding to human desmoglein-3. DSG3-coupled beads, scFv-anti-DSG3-GFP binding, flow cytometry; stronger effect = lower value. binding (percent of control), % at 10 µM. hit rate 0.48% among 310,000. P32926. AID 588358;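 active = binding more than 3 SD below its plate's average and above zero; inconclusive = below that plate limit but binding exactly zero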; note: some compounds called inactive have numbers as strong as hits
SR-BI HDL uptake: blocks mouse SR-BI lipid uptake from DiI-HDL | Q61009 | ldlA[mSR-BI] CHO cells, DiI-HDL uptake fluorescence, 3 h | inhibition, % at 12.5 µM | hit rate 0.96% among 320,000;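 active = mean replicate inhibition of at least 70% and a set share of replicates each scoring 70 or more; inconclusive = meets just one of the two criteria; inactive = fails both criteria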;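 note: 0% = median of neutral control wells and 100% = median of positive control wells; values of inactives mirror those of a sister screen read the other way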
Target sequence (Q61009 whole entry, looked up): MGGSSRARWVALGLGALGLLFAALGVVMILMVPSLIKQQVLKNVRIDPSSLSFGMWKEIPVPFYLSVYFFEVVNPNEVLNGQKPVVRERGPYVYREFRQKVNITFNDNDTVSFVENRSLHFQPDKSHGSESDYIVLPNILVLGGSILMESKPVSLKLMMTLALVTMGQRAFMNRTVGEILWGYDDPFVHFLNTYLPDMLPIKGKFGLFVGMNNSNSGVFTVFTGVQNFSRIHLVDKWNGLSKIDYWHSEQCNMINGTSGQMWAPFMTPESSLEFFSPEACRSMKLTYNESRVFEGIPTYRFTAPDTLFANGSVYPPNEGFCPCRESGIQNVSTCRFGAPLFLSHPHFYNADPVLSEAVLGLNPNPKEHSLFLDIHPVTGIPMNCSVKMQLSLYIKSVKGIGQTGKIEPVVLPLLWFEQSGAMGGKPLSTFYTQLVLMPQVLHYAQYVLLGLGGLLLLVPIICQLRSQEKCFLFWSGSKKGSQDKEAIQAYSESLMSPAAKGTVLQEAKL
An asterisk follows results filed as active; ? = inconclusive; / = no result given.

MITF TRPM1 HTS,CDK5 inh,molecule,SUMO Mot1 rescue,dFosB activator,SR-BI DiI-HDL act,PKA-R1A act,NSD2 HMT inh,Arrestin-AP2 inh,PKA-R2B activ,Pemphigus Ab inh,SR-BI HDL uptake
-5.1,0.7,CCCN1CCN(C(=O)CCCNC(=O)Cn2cnc3sc(C)c(C)c3c2=O)CC1,129.7,-1.2,0.4,-0.6,8.0,7.0,6.9,102.6,-0.4
11.9,-0.1,CC(C)C(=O)Nc1cccc(-c2cn3ccsc3n2)c1,5.8,2.9,5.5,-18.8,-1.8,-27.1,-0.8,97.9,-5.5
-11.1,-0.3,OC1CCCN(Cc2c3ccccc3cc3ccccc23)C1 (centres undefined),8.4,?,-20.8,-9.2,4.5,19.2,-9.9,97.3,20.8
4.9,-0.6,Cc1csc(SC(C)C(=O)NCC2CCCCC2)n1 (centres undefined),-1.4,6.1,15.1,-4.2,1.7,1.3,0.7,98.2,-15.1
8.4,1.2,CN(C)c1ccc(NC(=O)CN2CCN(CC(=O)Nc3ccc(F)cc3)CC2)cc1,8.1,-2.4,-51.5,-5.1,47.5,2.7,3.2,105.3,51.5
/,2.0,CCOC(=O)CSc1nnc(C2CCCCC2)n1C,4.5,1.8,28.1,-9.8,0.9,11.5,5.3,102.2,-28.1
-4.7,-3.6,O=C(CSc1n[nH]c(-c2cccnc2)n1)Nc1ccnc2ccccc12,18.6,-0.8,-13.6,-13.3,-0.8,-5.2,6.9,100.8,13.6
13.0,-0.2,O=C(NC1=NCCS1)c1cc(-c2cccc(Br)c2)nc2ccccc12,53.1,31.0*,5.2,-13.4,0.5,-0.7,-17.3,106.6,-5.2
-5.0,-0.7,O=C1C(Cc2ccccc2)Nc2ncnc(N3CCOCC3)c2N1Cc1ccc(Cl)cc1 (centres undefined),3.9,9.4,-17.1,-2.3,/,-9.8,-1.6,97.3,17.1
-3.5,-0.7,Cc1ccc(-n2ncc(C(=O)NCC3CCN(C4CCCC4)C3)c2C2CCN(C(=O)OC(C)(C)C)CC2)cc1C (centres undefined),-6.4,-6.5,12.6,1.1,17.1,2.1,-7.2,100.8,-12.6
9.0,0.1,Cc1cc([N+](=O)[O-])ccc1N(C)C,-21.9,5.4,17.5,1.5,39.7,-1.4,1.6,111.6,-17.5
-8.5,-0.6,O=C(NCCc1ccccn1)c1nc(Cn2ccc([N+](=O)[O-])n2)no1,1.9,-2.2,3.7,-4.3,-2.8,24.6,3.6,93.4,-3.7
/,0.6,O=C(N/N=C/c1ccccc1)c1ccco1,5.7,-5.3,13.7,-2.2,-2.0,16.0,-6.7,/,-13.7
5.3,-0.4,COc1ccc(C(=O)Nc2cc(S(=O)(=O)N3CCCCC3)ccc2OC)cc1,35.1,-8.3,-17.0,-12.4,-3.7,26.0,-12.2,97.6,17.0
1.5,-1.4,O=[N+]([O-])c1ccccc1-c1ccc(CN2CCN(c3ccccc3)CC2)o1,-23.4,-3.5,22.9,9.9,10.2,-12.0,-8.9,94.7,-22.9
2.8,0.7,CN(c1ccc(C(=O)N2CCN(Cc3ccc4c(c3)OCO4)CC2)cc1)S(=O)(=O)c1ccccc1,8.3,3.8,-68.1,3.6,4.8,3.6,-0.8,85.6,68.1
-16.4,0.1,CCN1C(=O)c2cccc3c(S(=O)(=O)N(C(=O)c4cccnc4)c4ccc(OC)cc4)ccc1c23,3.2,3.4,10.3,-4.3,-2.2,2.0,-18.1,93.9,-10.3
15.2,-0.9,CC(=O)Nc1ccc(NC(=O)COc2ccc(S(=O)(=O)NC(C)c3ccccc3)cc2)cc1 (centres undefined),-21.7,-2.5,-2.7,-4.5,0.0,3.8,-11.4,104.5,2.7
-4.7,-3.6,C[C@@H]1CCC[C@]2(O[C@@H](CCO)C[C@@H](O)[C@@H]2O)O1,1.5,-5.0,-3.4,1.2,/,-1.5,10.1,107.2,3.4
2.6,-0.7,CN(C)c1ccc(C(c2nnnn2C(C)(C)C)N2CCN(C(=O)c3ccco3)CC2)cc1 (centres undefined),4.5,2.1,7.9,11.1,/,6.3,3.6,100.3,-7.9
-2.2,0.2,CCc1nnc(NC(=O)[C@@H](NC(=O)c2cccc(S(=O)(=O)N3CCOCC3)c2)C(C)C)s1,/,-6.0,-5.0,7.7,-1.2,2.7,-12.0,77.4,5.0
/,0.2,CCOC(=O)NCc1ccc2c(c1)cc(C)n2C,4.8,-2.7,-3.6,4.5,1.5,10.5,9.0,93.0,3.6
-3.7,-1.0,COc1ccc(OC)c(NS(=O)(=O)c2cccs2)c1,-10.0,-0.3,-6.3,-4.3,0.2,-3.2,-12.7,90.3,6.3
8.9,1.2,Cc1cc(C)n(/N=C/c2cccc(O)c2)c(=O)c1C(N)=O,2.7,4.4,16.1,-8.4,-2.2,21.4,-8.0,/,-16.1
1.2,0.4,CCOc1ccccc1NC(=O)C(NC(=O)C1CCC(C)CC1)C(C)C (centres undefined),42.2,-2.3,/,-2.5,/,3.4,1.9,96.6,/
0.2,-0.4,C=C(C)CNC(=S)N/N=C(\C)c1ccc(Cl)s1,-23.9,-4.7,/,2.4,0.3,2.3,-5.9,98.8,/
12.7,0.1,CCOc1ccc(-c2nnn(CC(=O)N3CCCC3)n2)cc1OCC,-12.0,-5.4,-1.1,12.6,-1.4,-7.6,2.0,96.7,1.1
-7.9,1.1,N#Cc1ccccc1-c1ccccc1C(=O)N1CCCCC1,28.4,0.0,15.0,-8.0,-0.1,1.2,4.5,98.5,-15.0
-1.5,-1.6,CC[C@]1(C(=O)OC)[C@H]2C(=O)N(C)C(=O)[C@H]2[C@H]2CN(C)C(=NCc3ccccc3)N21,/,4.6,25.7,-8.9,/,-13.0,2.1,107.3,-25.7
8.3,-0.6,COC(=O)[C@]1(Cc2ccccc2)N[C@H](CN(C)S(=O)(=O)c2ccc(F)cc2)[C@@H]2C(=O)N(C)C(=O)[C@@H]21,-4.4,-1.2,1.0,-0.1,/,-6.6,-7.0,97.9,-1.0
6.0,-2.8,COc1ccc(-c2cc(C(=O)NCC(c3ccco3)N(C)C)c3ccccc3n2)cc1OC (centres undefined),8.6,-10.1,-64.0,2.7,-0.6,-4.4,-2.9,99.1,64.0
/,-0.1,COc1ccccc1-c1nnc(SCC(=O)Nc2ccc(Cl)cc2Cl)o1,-9.7,-15.0,-9.5,-7.2,-0.2,-1.4,-6.0,88.7,9.5
4.5,0.8,O=C(NN=C1C2CC3CC(C2)CC1C3)c1cccs1,183.8,-0.3,-4.1,-1.3,/,14.8,2.2,100.4,4.1
0.3,0.6,CCNc1nc(N)nc(Oc2ccc(OCc3ccccc3)nn2)n1,5.0,1.6,-2.7,-13.4,/,28.0,-0.6,98.2,2.7
2.5,0.5,CCCCCc1nc(N)c(C#N)c(-c2ccco2)c1CCCC,-3.3,-0.9,3.5,5.9,-1.4,14.7,-3.5,101.2,-3.5
3.9,-0.9,COC(=O)Cn1cnc2sc(C)c(S(=O)(=O)N3CCN(c4ccccc4OC)CC3)c2c1=O,10.3,-2.3,35.3,-4.8,-0.7,-3.2,-15.7,97.1,-35.3
-4.8,-0.6,CCc1ccccc1NC(=O)CN(C)C(=O)COc1ccc(C)nc1[N+](=O)[O-],-9.7,-5.8,22.9,6.2,-0.1,10.7,-2.4,97.1,-22.9
51.5,2.6,Cc1ccc(-c2csc(NC(=O)c3ccc(F)cc3)c2C(=O)O)cc1,-31.6,-4.7,6.4,-3.1,-1.7,-3.6,0.9,94.3,-6.4
-21.4,-1.2,COc1ccc(Cl)cc1C(=O)NNC(=O)CNC(=O)c1ccc(C)s1,0.1,-7.8,14.0,-2.6,-0.9,2.8,-0.9,96.1,-14.0
10.7,-1.2,COc1ccc(CCN(Cc2cc3cccc(C)c3[nH]c2=O)C(=O)N2CCCC2)cc1OC,-22.3,-15.7,-1.9,-2.9,2.4,6.3,-6.6,100.5,1.9
-4.3,/,CCn1nc(C)c(CNC(=O)c2cc(COc3cncc(Cl)c3)on2)c1C,8.7,-5.2,1.5,4.8,1.0,2.6,1.5,97.5,-1.5
7.5,0.8,CCn1ccnc1CN1CCC(n2nccc2NC(=O)c2ccccc2OC)CC1,-4.8,3.6,5.3,-5.8,0.0,1.6,1.7,100.6,-5.3
7.8,1.1,Cc1ccsc1C(=O)C1CCCN(Cc2cc(F)ccc2-n2cccn2)C1 (centres undefined),-10.4,-6.6,-3.8,-10.3,-2.8,18.5,-14.8,143.5,3.8
-5.7,-0.7,O=C(CN1C(=O)/C(=C\c2cccs2)SC1=S)Nc1cccc(C(=O)O)c1,-2.1,-11.1,-17.3,-0.3,7.1,22.8,-8.2,109.5,17.3
11.0,-3.9,CN1CCCN(C(=O)CC(c2ccccc2)c2ccccc2)CC1,-2.0,-7.0,7.0,-1.1,/,/,-8.1,105.8,-7.0
4.3,0.3,Cc1ccc(-c2noc(CSc3nnc(CCc4ccccc4)n3-c3ccccc3)n2)cc1,-9.4,-11.1,-6.2,1.5,6.6,-1.3,-7.7,97.7,6.2
-13.3,0.5,COc1cccc(C(=O)C2CCCN(Cc3cccc(-n4nc(C)cc4C)c3)C2)c1 (centres undefined),7.3,-0.2,21.0,-3.7,1.5,-1.9,-5.2,87.6,-21.0
-63.6,1.4,COc1cc(C=c2c3ccccc3n3c2cc(-c2ccccc2)[n+]3C)cc(OC)c1OC,/,-6.1,-33.1,6.0,/,1.9,11.2,/,33.1

Screens deposited in PubChem by several laboratories.
